# Assay outcomes from PubChem BioAssay.
# SRC3 TRFRET art: TR-FRET detection interference compounds, artefact control for PPARgamma SRC-3 recruitment agonists, biochemical, TR-FRET ratio; actives 0.39% (n = 99,000); TR-FRET artefact counter-screen, PPARgamma/SRC-3 format; stronger effect = higher value; TR-FRET ratio at 8 µM; AID 1048, 2008; in the data active = TR-FRET ratio above about 2000; also: inactives centre near 1600
# SRC1 TRFRET art: TR-FRET detection interference compounds, primary screen, artefact control for PPARgamma SRC-1 recruitment agonists, biochemical, TR-FRET emission ratio. TR-FRET detection artefact counter-screen; stronger effect = higher value. TR-FRET ratio at 8 µM. actives 0.34% (n = 99,000); in the data active = TR-FRET ratio above about 2300; also: inactives centre near 1800
# The depositor's hits bear a star. The list is partial, so the mix of outcomes need not match the whole.
# The opening 20 records, ahead of the listing:
SMILES,SRC3 TRFRET art,SRC1 TRFRET art
COC(=O)c1cc2c(ccn2C)n1C,1571,1777
Cc1cc(NC(=O)CN2C(=O)C3CC=CCC3C2=O)no1 (centres undefined),1730,2099
COCc1cc(C)nc2sc(C(=O)NCCO)c(-n3cccc3)c12,1595,1623
COC(=O)C1=C(NC(=O)c2ccc(Br)cc2)CCS1,1687,1926
CCc1cccc(C)c1NC(=O)Nc1ccc2c(c1)OCO2,1315,1563
Cc1c(Cl)cccc1NC(=S)N=Nc1c(O)n(CN2CCOCC2)c2ccccc12,1706,1949
CCOc1ncccc1C(=O)OCC(=O)Nc1ccc(-c2nc3ccc(C)cc3s2)cc1,1723,1774
O=C(c1ccc(Cl)c(S(=O)(=O)N2CCOCC2)c1)N(c1ccccn1)C1CCCCC1,1392,1802
Cc1sc(N)c(C(=O)c2ccccc2)c1C,1512,1882
CN(C)S(=O)(=O)c1ccc(C(=O)NCC(=O)N/N=C/c2ccccc2Cl)cc1,1611,1663
O=C1CC(N2CCSCC2)C(=O)N1c1ccccc1 (centres undefined),1582,1868
CCN(CC(=O)Nc1ccc(OC)cc1)CC(=O)Nc1ccc(Br)cc1F,1539,1847
CSCCC(NS(=O)(=O)c1ccc(Br)cc1)C(=O)OCC(=O)NC1CC1 (centres undefined),1498,1808
CC1CC(C)(C)NC(=S)N1CC(=O)N1CCN(Cc2ccccc2)CC1 (centres undefined),1617,1723
CN(C(=O)CSc1ncnc2sc(-c3ccccc3)cc12)C1CCS(=O)(=O)C1 (centres undefined),1931,1658
N#CC1=C(N)N(c2ccc(F)cc2)C2=C(C1c1ccc(O)cc1)S(=O)(=O)CC2 (centres undefined),1792,2264
CCC(C)(C)NC(=O)C(c1ccc(F)cc1)N(Cc1ccc(OC)cc1)C(=O)c1cnccn1 (centres undefined),1692,1790
CCN1C(=S)SC(=O)C1=C1C=C(C)OC(C)=C1,1626,1915
Cc1ncc(CN2CCN(Cc3ccc(F)cc3)C(CCO)C2)s1 (centres undefined),1741,1897
CCN1CCN(C(=O)c2cc3c(s2)-c2ccccc2S(=O)(=O)C3)CC1,1672,1960

# The list itself, repeating the preview:
SMILES,SRC3 TRFRET art,SRC1 TRFRET art
COC(=O)c1cc2c(ccn2C)n1C,1571,1777
Cc1cc(NC(=O)CN2C(=O)C3CC=CCC3C2=O)no1 (centres undefined),1730,2099
COCc1cc(C)nc2sc(C(=O)NCCO)c(-n3cccc3)c12,1595,1623
COC(=O)C1=C(NC(=O)c2ccc(Br)cc2)CCS1,1687,1926
CCc1cccc(C)c1NC(=O)Nc1ccc2c(c1)OCO2,1315,1563
Cc1c(Cl)cccc1NC(=S)N=Nc1c(O)n(CN2CCOCC2)c2ccccc12,1706,1949
CCOc1ncccc1C(=O)OCC(=O)Nc1ccc(-c2nc3ccc(C)cc3s2)cc1,1723,1774
O=C(c1ccc(Cl)c(S(=O)(=O)N2CCOCC2)c1)N(c1ccccn1)C1CCCCC1,1392,1802
Cc1sc(N)c(C(=O)c2ccccc2)c1C,1512,1882
CN(C)S(=O)(=O)c1ccc(C(=O)NCC(=O)N/N=C/c2ccccc2Cl)cc1,1611,1663
O=C1CC(N2CCSCC2)C(=O)N1c1ccccc1 (centres undefined),1582,1868
CCN(CC(=O)Nc1ccc(OC)cc1)CC(=O)Nc1ccc(Br)cc1F,1539,1847
CSCCC(NS(=O)(=O)c1ccc(Br)cc1)C(=O)OCC(=O)NC1CC1 (centres undefined),1498,1808
CC1CC(C)(C)NC(=S)N1CC(=O)N1CCN(Cc2ccccc2)CC1 (centres undefined),1617,1723
CN(C(=O)CSc1ncnc2sc(-c3ccccc3)cc12)C1CCS(=O)(=O)C1 (centres undefined),1931,1658
N#CC1=C(N)N(c2ccc(F)cc2)C2=C(C1c1ccc(O)cc1)S(=O)(=O)CC2 (centres undefined),1792,2264
CCC(C)(C)NC(=O)C(c1ccc(F)cc1)N(Cc1ccc(OC)cc1)C(=O)c1cnccn1 (centres undefined),1692,1790
CCN1C(=S)SC(=O)C1=C1C=C(C)OC(C)=C1,1626,1915
Cc1ncc(CN2CCN(Cc3ccc(F)cc3)C(CCO)C2)s1 (centres undefined),1741,1897
CCN1CCN(C(=O)c2cc3c(s2)-c2ccccc2S(=O)(=O)C3)CC1,1672,1960
NC(=O)CN1CCN(C2CC(=O)N(CCc3ccccc3)C2=O)CC1 (centres undefined),1359,1825
CC(C#N)(Nc1ccc(Cl)cc1)c1cccnc1 (centres undefined),1725,1827
CCc1cccc(C)c1NC(=S)NCc1cccn1C,1578,1774
O=[N+]([O-])c1cccc(NC2=NCCC2)c1,1448,1720
Cc1ccc(N2CCN(C(=O)c3ccccc3NC(=O)c3ccccc3C(=O)O)CC2)cc1,1488,1625
CC(=C/c1ccco1)/C=N/NC(=O)Cc1cccn1C,1557,1626
NC(=O)COC(=O)c1ccc(Cl)c(S(=O)(=O)N(Cc2ccccc2)c2ccc(Cl)cc2)c1,1665,1909
NC(=O)c1ccc(N2CCN(c3ccc(O)cc3)CC2)c([N+](=O)[O-])c1,1665,1958
O=c1[nH][nH]cc1C=NCc1cccnc1,1760,2026
O=C(Cc1cccs1)NCc1cccc(F)c1,1679,1763
CCOc1ncccc1C(=O)OCc1c(Cl)cccc1Cl,1507,1812
CCCn1c(N)c(C(=O)CSc2nc3ccccc3c(=O)n2Cc2ccccc2)c(=O)[nH]c1=O,1508,1516
CCOC(=O)C1=C(C)C2C3C(=O)N(c4ccc(C)cc4C)C(=O)C3C1(C)C1C(=O)N(c3ccc(C)cc3C)C(=O)C21 (centres undefined),1543,1687
Cc1cc(C)c2nc(NC(=O)C3CC(=O)N(Cc4ccco4)C3)sc2c1 (centres undefined),1565,1903
COc1ccccc1C(=O)NC(=S)NNC(=O)c1sc2ccccc2c1Cl,1730,1915
COc1ccc(CNC(=O)CCS(=O)(=O)c2cccc3nonc23)cc1,1730,1908
S=C(Nc1ccccc1Cl)N(Cc1ccccc1)Cc1ccccn1,1577,1881
O=C(Cc1nnc(NC(=O)Nc2ccccc2)s1)NCc1ccccc1,1653,1730
Cc1cnc(C)c(N2CCN(Cc3nc(-c4ccc(C)o4)oc3C)CC2)n1,1601,1664
O=C(NC(=S)Nc1nc2ccc(F)cc2s1)c1ccco1,1443,1913
NS(=O)(=O)c1ccc(NC(=O)COC(=O)CNC(=O)C23CC4CC(CC(C4)C2)C3)cc1,1450,1523
COc1ccc(N2CC(NC(=O)Nc3ccccc3)CC2=O)cc1 (centres undefined),1550,1759
Fc1cccc(/C=N/Nc2ccccn2)c1,1430,1866
Fc1ccccc1/C=C1\CCCC2=C1NC(=S)NC2c1ccccc1F (centres undefined),1317,1673
COc1cc(C2NC(=O)NC(c3ccccc3)=C2C(C)=O)c(Cl)cc1OCC(=O)O (centres undefined),1558,1875
COc1cc(/C=C2\SC(=S)N(Nc3ccccc3)C2=O)ccc1O,1694,1601
Cc1cc(C)n(-c2nnc(NC34CC5CC(CC(C5)C3)C4)nn2)n1,1342,1501
COc1ccc(C(=O)N2CCCC2)cc1S(=O)(=O)N1CCC(C)CC1,1574,1999
CSc1nc2sc3c(c2c(=O)n1C)CCCC3,1539,1800
COc1ccccc1NCCC(=O)OCC(=O)NC1CCCCCC1,1612,1375
O=c1[nH]c(SCCOc2cccc3ccccc23)nc2ccccc12,1484,1763
CCNC(=O)C1CN(S(=O)(=O)c2ccccc2)CCN1S(=O)(=O)c1ccccc1 (centres undefined),1775,1848
COc1cc(CNC(C)c2ccccc2)cc(Cl)c1OCC(=O)Nc1ccccc1 (centres undefined),1615,1819
CC(=O)Nc1cccc(C(=O)/C=C/c2ccc(/C=C/C(=O)c3cccc(NC(C)=O)c3)cc2)c1,1520,1913
C=CCNCCOc1ccc(C(C)(C)c2ccccc2)cc1,1537,1875
N=C(N)SCc1ccccn1,1278,1665
COc1ccc(OC)c(N2CC(O)(c3cccs3)[N+]3=C2SCCC3)c1 (centres undefined),1561,1725
CCNc1ccc(Br)cc(C(=O)/C=C/c2ccc(Cl)cc2)c1=O,1475,1824
C=CC[N+]1(CC=C)CCOCC1,1514,1952
O=C(Nc1cccnc1Cl)c1ccc2c(Cl)c3c(nc2c1)CCC3,1663,1924

# Other results follow.
SMILES,SRC3 TRFRET art,SRC1 TRFRET art
CN(C)S(=O)(=O)c1cccc(NC(=O)CSc2nc3c(cc2C#N)C(=O)CC(C)(C)C3)c1,1607,1945
O=C(/C=C/c1nc2ccccc2s1)N1CCCCCC1,1431,1854
CN(CC(=O)Nc1ccc2c(c1)CCC2)CC(=O)Nc1ccccc1Br,1390,1916
C/C(N)=C(/C#N)C(=O)COC(=O)[C@@H](NC(=O)c1ccccc1Cl)C(C)C,1376,1864
CN(Cc1cccs1)C(=O)Cc1c[nH]c2ccccc12,1511,1968
Cc1cccc(NC(=S)N(CCN(C)C)Cc2cc3cc(C)ccc3[nH]c2=O)c1,1455,1858
CC1(C(=O)O)Oc2cccnc2NC1=O (centres undefined),1704,1761
CN(CCc1ccccn1)C(=O)CCC1CCCN(C(=O)c2ccc3c(c2)OCCO3)C1 (centres undefined),1387,1707
O=Cc1ccnc(-c2ccc(OC(=O)c3ccco3)cc2)n1,1466,1868
O=C(COC(=O)CCCc1nc2ccccc2s1)NC(=O)NCc1ccco1,1513,1881
CC1CCCCN1C(=O)c1ccccc1NC(=O)c1ccco1 (centres undefined),1587,1844
Cc1ccc(CSCCNC(=O)CN(c2cccc([N+](=O)[O-])c2)S(C)(=O)=O)cc1,1479,1848
CCc1ccc(OCCOCC(O)CNC(C)(C)C)cc1 (centres undefined),1521,1616
Nc1ccc2oc(C3CCCCC3)nc2c1,1452,1728
Cc1cc(C)c(NC(=S)NC(NC(=O)c2ccccc2)C(Cl)(Cl)Cl)c(C)c1 (centres undefined),1534,1858
OCCC1CN(Cc2cccn2-c2ccccn2)CCN1C1CCCC1 (centres undefined),1470,2069
C=CCNC(=S)N/N=C/c1ccc(C(F)(F)F)cc1,1656,1730
C=CCn1c(=O)c(C(C)=O)cn(N(C)c2ncc(C(F)(F)F)cc2Cl)c1=O,1637,1881
CC(=O)C1=C(O)C(=O)N(CCC(=O)O)C1c1cccc(F)c1 (centres undefined),1689,2113
O=C(NCCCn1ccnc1)C(=O)Nc1ccccc1,1605,1684
c1ccc(Cn2nc(-c3ccccc3)nc2-c2ccccc2)cc1,1433,1605
CC(C)N1C/C(=C/c2cccnc2)C(=O)/C(=C/c2cccnc2)C1,1739,1886
O=C(CNC(=O)c1cccc(Cl)c1)N/N=C/C=C/c1ccccc1,1305,1725
CCc1cccc(C)c1NC(=O)CCCSc1nc2ccccc2s1,1506,1849
COc1ccc(-c2cc(C(F)(F)F)nc(SCC(=O)NCc3cccs3)n2)cc1OC,1767,1852
O=C(NCCN1CCOCC1)C1CCN(S(=O)(=O)N2CCCC2)CC1,1653,1829
Fc1ccc(Br)cc1/C=N/n1cnnc1,1382,1700
CN(C)c1ccc(Nc2c3c4c(cccc4n(C)c2=O)C(=O)c2ccccc2-3)cc1,1595,2101
CC(C)(C)c1ccc(OCCCNC2CCCC2)cc1,1469,1918
O=C(O)CSCCn1cccn1,1615,1894
O=C(CCl)Nc1ccccc1C(=O)c1ccccc1,1590,1791
O=C(Nc1nc2ccccc2n1CCN1CCOCC1)c1ccc(COc2ccccc2Br)o1,1517,1688
Cc1cc(OCCCCn2ccnc2)cc(C)c1Cl,1806,1936
CCOC(=O)CCn1cnc2ccc([N+](=O)[O-])cc2c1=O,1670,1684
COc1ccc(/C=C2/SC(=O)N(CCC(=O)Nc3ccc(C)cc3)C2=O)cc1OC,1336,1613
CCOc1cc(/C=N/NC(=O)CN2CCCCC2)ccc1OCc1cccc(Cl)c1,1649,2037
COc1cccc(C2CC(c3cccc(C)c3)n3ncnc3N2)c1 (centres undefined),1538,1947
O=C(c1ccco1)N1CCN(C(=O)c2cccc3c2C(=O)N(C2CCCCC2)C3)CC1,1621,1775
CSc1nc(-c2ccco2)nn1S(=O)(=O)c1ccc(C)cc1,1539,2047
CC1=CC2=NC(=O)/C(=C\c3cccn3CCOc3ccccc3C)C(=N)N2O1,1380,1540
CCC1(c2ccc(F)cc2)NC(=O)N(CC(=O)Nc2ccc(S(N)(=O)=O)cc2)C1=O (centres undefined),1467,1624
Cn1c(=O)c2c(nc(N3CCCCC3)n2CCSc2nc3ccccc3s2)n(C)c1=O,1331,1801
Cc1cc(NC(=O)COC(=O)[C@@H](NS(=O)(=O)c2ccccc2)C(C)C)no1,1583,1653
COc1ccc(C2CCCN2C(=S)Nc2ccc(C)cc2Cl)cc1OC (centres undefined),1647,1640
O=c1[nH]cnc2[nH]ncc12,1657,1642
Cc1nn(CCCC(=O)Nc2cc(Oc3ccc(F)cc3)cc([N+](=O)[O-])c2)c(C)c1[N+](=O)[O-],1573,1647
COC(=O)CSc1nc2ccccn2c(=O)c1C=O,1362,1581
CC(=O)c1cccc(CN2CCN(CC(C)C)C(CCO)C2)c1 (centres undefined),1251,1670
O=C(Nc1cccc(S(=O)(=O)N2CCOCC2)c1)c1cn(-c2ccccc2)nc1-c1ccccc1,1677,1719
CN(Cc1ccccc1)CC(O)COc1ccc(CNCc2nccn2C)cc1 (centres undefined),1391,1532
Cc1nc2ccccc2c(=O)n1NC(=O)c1ccccc1[N+](=O)[O-],1580,1476
Cc1ccc2c(C(=O)CSc3ccccc3)c(C)[nH]c2c1,1603,2041
COc1ccc(C(c2sc3nc(C)nn3c2O)N2CCN(CCO)CC2)cc1OC (centres undefined),1643,1673
c1ccc2c(c1)CCN(C1=Nc3cccc4cccc1c34)C2,1706,1963
Cc1c(CN2CCC(CO)(CC3CCCCO3)CC2)cnn1C (centres undefined),1638,1937
COc1ccc(CN2CCc3cc(OC)c(OC)cc3C2)cc1O,1348,1811
COCCNC(=O)/C(C#N)=c1\s/c(=C\c2ccccc2OC(F)F)c(=O)n1Cc1ccccc1,1451,2054
CCOC(=O)C1(Cc2ccc(O)cc2)NC(c2ccco2)C2C(=O)N(c3ccccc3F)C(=O)C21 (centres undefined),1549,1873
Cc1cc(NC(=O)COc2cccnc2[N+](=O)[O-])no1,1469,1850
